Source: PubChem
inhibitors of VEEV – inhibitors of VEEV TC-83 cytopathic effect, confirmation, Vero cells (AID 588727). Vero cells, VEEV TC-83 cytopathic effect inhibition; higher % means a stronger effect. inhibition, % at 20 µM; hits with a dose series show IC50 in µM. hit rate 0.13% among 350,000; in the data active = a potency from the dose series; inconclusive = inhibition mostly from about 14% at the one dose, without a potency; inactive = the rest, 99 in 100 with inhibition below about 12%; note: strong numbers were not always called active
tuberculosis growth – growth inhibition of non-replicating M. tuberculosis (AID 488890) | Mycobacterium tuberculosis non-replicating, growth inhibition; higher % means a stronger effect | inhibition, % at 25 µM, or IC50 in µM where a hit was titrated | hit rate 0.39% among 320,000; in the data active = a potency from the dose series; inconclusive = inhibition mostly from about 82% at the one dose, without a potency; inactive = the rest, 99 in 100 with inhibition below about 76%;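 note: plate controls were DMSO cells for no effect and high antibiotic wells for full effect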
M. tuberculosis HTS – M. tuberculosis growth inhibition, HTS (AID 449762); M. tuberculosis H37Rv growth inhibition, 7H9 media; higher % means a stronger effect; inhibition, % at 25 µM; hits with a dose series show IC50 in µM; hit rate 0.59% among 330,000; in the data active = a potency from the dose series; inconclusive = inhibition above about 70% without an active follow-up result;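 note: bacterial growth assessed after seven days of incubation; strong numbers were not always called active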
PhoP GFP inhibition – PhoP regulon inhibitors, Salmonella typhi PhoP promoter GFP reporter, confirmatory (AID 1850) | hit rate 0.33% among 310,000 | Salmonella Typhi PhoP-promoter GFP reporter, fluorescence, 4 h; higher % means a stronger effect | one-dose inhibition, % at 50 µM; IC50 in µM for titrated hits; in the data active = a potency from the dose series; inconclusive = inhibition mostly from about 25% at the one dose, without a potency; inactive = the rest, 99 in 100 with inhibition below about 19%;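 note: 0% = induced wells with vehicle and 100% = uninduced wells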
H1N1 NS1A inhibition – NS1A inhibition, H1N1 influenza, cell based functional assay (AID 504329); inhibition, % at 12.5 µM; hits with a dose series show IC50 in µM; hit rate 0.3% among 340,000; NS1A functional cell-based assay, percent inhibition; higher % means a stronger effect; in the data active = a potency from the dose series; inconclusive = inhibition above about 27% without an active follow-up result; note: strong numbers were not always called active
Starred values were filed as active, the others as inactive; i = inactive; u = inconclusive; x = no result given.

SMILES | H1N1 NS1A inhibition | inhibitors of VEEV | tuberculosis growth | PhoP GFP inhibition | M. tuberculosis HTS
COc1ccc(C(O)(C(C)C)C(CN2CCOCC2)c2ccc(Cl)cc2)cc1 (stereo not given) | 6% | i | 21% | -1% | 3%
CC(=O)c1cn(CC(=O)Nc2ccc(C)cc2)c2ccccc12 | -35% | i | 6% | 9% | 0%
CCN1C(=O)Cc2cc(S(=O)(=O)NCCc3ccccc3)ccc21 | -5% | 1.6% | 22% | -14% | -2%
O=C(NCC(c1ccc(F)cc1)N1CCOCC1)c1ccc(OCc2ccccc2)cc1 (stereo not given) | -3% | 1.0% | 39% | x | -6%
Nn1c(SCC(=O)Nc2ccccc2Oc2ccccc2)nnc1C1CC1 | -12% | 3.3% | x | x | x
CCCCN(C(=O)Cc1ccc2c(c1)OCCO2)c1c(N)n(CCC)c(=O)[nH]c1=O | -5% | 1.9% | -17% | x | -9%
C/C(CC(=O)Nc1ccc2c(c1)OCCO2)=N\NC(=O)c1cccc(O)c1 | 5% | 0.2% | 30% | -4% | 38%
CCc1nc2oc3cc(OC)ccc3c(=O)c2c(=O)n1Cc1ccccc1 | 2% | i | 24% | -14% | -1%
CCCCCn1c(NC(=O)c2ccco2)c(C(=O)OCC)c2nc3ccccc3nc21 | -2% | 3.3% | 32% | -10% | -3%
O=C(NC1CCCCC1)C(c1ccc(F)cc1)N(C(=O)Cc1ccsc1)c1ccc(F)cc1 (stereo not given) | -10% | i | -9% | 6% | -3%
O=S(=O)(c1ccc2nnn(O)c2c1)N1CCCCC1 | 6% | i | 1% | 1% | 1%
Cc1c(C(=O)N/N=C/c2cccnc2)nnn1-c1nonc1N | 11% | 7.4% | -17% | -5% | 7%
CC(C)C(=O)c1cn(CC(=O)NCC2CCCO2)c2ccccc12 (stereo not given) | -3% | 7.7% | -15% | -2% | -7%
CC(C)CC(C(=O)O)N1C(=O)[C@@H]2[C@H](C1=O)[C@@H]1C[C@H]2C(Br)C1Br (stereo not given in full) | -8% | 0.2% | -27% | -8% | -1%
Cc1cc(/C=N/Nc2nc(N3CCOCC3)nc(N3CCOCC3)n2)c(C)n1-c1ccccc1 | 0% | 8.7% | 20% | 3% | 6%
COc1ccc(OC)c(NC(=S)NCc2ccco2)c1 | 2% | 0.7% | 35% | 3% | -3%
Cc1cccc(N2C(=S)N=C(Nc3c(C)cccc3C)C23CCOC(C)(C)C3)c1 (stereo not given) | -13% | 0.5% | 6% | -7% | -1%
Cc1cc(NC(=O)CSCC(=O)N2CCN(c3cccc(C)c3C)CC2)no1 | -8% | 0.9% | u | x | 13%
COc1ccc(S(=O)(=O)N2CCN(C(=O)c3ccco3)CC2)c(C)c1C | -11% | 0.4% | 12% | -5% | -15%
CN1CCN(C(=O)C2=C[C@@H](c3coc4ccccc4c3=O)C[C@@H](OCCCCO)O2)CC1 | 7% | 0.1% | 9% | -32% | -3%
COc1ccc(NS(=O)(=O)c2ccc(NC(=O)c3ccccn3)cc2)cc1 | -14% | 3.0% | 6% | x | 2%
NC(=O)c1cc[n+](CC(=O)NC(=O)Nc2ccccc2)cc1 | -14% | 4.4% | 17% | x | 3%
O=C(Nc1ccccc1)C1CC(O)CN1S(=O)(=O)c1ccc([N+](=O)[O-])cc1 (stereo not given) | 13% | 0.1% | 26% | -5% | -6%
Cc1ccc2nc(/C(C#N)=C/c3ccc(-c4cccc([N+](=O)[O-])c4)o3)[nH]c2c1 | 0% | i | 15% | -10% | 2%
Cc1cccc(NC(=S)NCC(C)CSc2ccc(Cl)cc2)c1 (stereo not given) | -7% | i | u | 11% | 10%
COC(=O)c1sc(SC)nc1N | x | x | -19% | -1% | -3%
CCOC(CCNC(=O)c1cn(CCOC)c(=O)c2c1c1ccccc1n2C)OCC | -2% | 1.9% | 2% | 11% | -1%
O=C(c1ccncc1)N(c1ccc2oc3c(c2c1)CCCC3)S(=O)(=O)c1ccc(F)cc1 | 3% | 2.1% | 8% | -8% | 7%
CC(C)Nc1nc(NC(C)C)nc(N(C#N)CCOc2ccc(Cl)cc2Cl)n1 | 3% | 1.5% | 18% | 2% | 10%
Cc1cc(NC(=O)CSc2nnc(C3COc4ccccc4O3)n2C)no1 (stereo not given) | 9% | 0.6% | 3% | 8% | -2%

(cont.)
SMILES | H1N1 NS1A inhibition | inhibitors of VEEV | tuberculosis growth | PhoP GFP inhibition | M. tuberculosis HTS
O=C(CCCCn1c(=O)c2ccccc2n(Cc2ccccc2F)c1=O)NC1CCN(Cc2ccccc2)CC1 | -3% | 0.6% | 71% | 8% | u
COc1ccc(/C=C(/NC(=O)c2ccco2)C(=O)N2CCCCCC2)cc1OC | 24% | 0.6% | -4% | -4% | -4%
CCN(CC(=O)NC1CCS(=O)(=O)C1)C(=O)c1cc(OC)c(OC)c(OC)c1 (stereo not given) | -19% | 0.1% | -3% | x | -11%
COc1cc(CN(C(=S)NCC(=O)O)C2CCCC2)cc(OC)c1OC | -10% | 1.2% | -16% | -4% | -9%
O=C1CC(N2CCN(c3ccccn3)CC2)C(=O)N1c1ccc(Cl)cc1 (stereo not given) | 1% | 1.6% | 46% | -18% | 15%
COc1ccccc1CNC(=O)COC(=O)c1ccc(C(=O)c2ccccc2)cc1 | 4% | 5.1% | 32% | x | 60%
CCOC(=O)c1cnc2c(OC)cccc2c1Nc1ccc2c(c1)OCCO2 | -7% | 12% | 17% | 5% | 14%
O=C(CC1C(=O)NCCN1CC1CCCCC1)NCc1cccc(F)c1F (stereo not given) | 7% | i | 6% | -9% | 3%
CCOc1cc(CNn2cn[nH]c2=S)cc(Cl)c1OCc1ccccc1F | 0% | 9.1% | -14% | -6% | 3%
COc1ccc(-c2nc(-c3cccnc3)no2)cc1 | -22% | 6.1% | 34% | -2% | -1%
CC[n+]1cc(C)ccc1/C=C/c1ccc(N(C)C)cc1 | -3% | i | 75% | -53% | -1%
Cc1ccc(NC(=O)c2ccc(CSc3ccccn3)cc2)cc1 | 0% | 1.1% | 76% | 0% | u
COc1ccc(Cl)cc1C(=O)C1CCCN(Cc2cnc(C)s2)C1 (stereo not given) | 2% | 5.8% | -1% | 2% | 4%
Cc1ccc(CN(C(=O)c2sc3ccccc3c2Cl)C2CCS(=O)(=O)C2)cc1 (stereo not given) | 0% | 7.0% | 23% | 2% | 2%
O=C(CSc1nccc(=O)[nH]1)Nc1cc(C(F)(F)F)ccc1N1CCOCC1 | 12% | 1.6% | -11% | -17% | 5%
Cc1ccc(C)c(S(=O)(=O)N2CCN(C(=O)c3cccn3C)CC2)c1 | 12% | 0.7% | 10% | -9% | 3%
COc1ccc(N2CCN(C(=O)CCN3C(=S)NC(C)(C)CC3C)CC2)cc1 (stereo not given) | 3% | 0.4% | -5% | -3% | -3%
O=C(OCC(=O)N1CCCC1)c1ccccc1OCc1ccccc1 | -18% | 0.1% | 8% | -3% | 2%
COc1ccc(C(C)=O)cc1CSc1nnc(Nc2ccc(C)cc2)s1 | -7% | 7.4% | 20% | 7% | 12%
COc1ccc(C(=O)COC(=O)CNC(=O)C2CCCCC2)c(OC)c1 | -18% | 0.2% | -8% | -5% | -6%
Cc1cccc(N2CC(C(=O)Nc3nc4ccc(S(C)(=O)=O)cc4s3)CC2=O)c1C (stereo not given) | 8% | 2.1% | -5% | 2% | 7%
CC(OC(=O)Cc1cccc(C(F)(F)F)c1)C(=O)Nc1ccc(Cl)cn1 (stereo not given) | 17% | 3.5% | 62% | -5% | -9%
COc1ccc(C2SCC(=O)Nc3c2c(=O)[nH]n3C2CCCCCC2)cc1 (stereo not given) | 98% | 0.8% | 7% | 3% | -3%
CCOc1ccc(C2=CS/C(=C(\C#N)c3nnc4n3CCCCC4)N2CC)cc1 | 6% | 5.6% | 45% | 2% | -5%
Cc1cccc(N2C(=O)C(Cl)=C(Nc3c(C)n(C)n(-c4ccccc4)c3=O)C2=O)c1C | 4% | 0.2% | -2% | 4% | -4%
CC1(C)CC(=O)C2=C(C1)NC(SCC(=O)Nc1ccccc1)=C(C#N)C2c1ccco1 (stereo not given) | 2% | 4.9% | 26% | 5% | 4%
CCN(CC)S(=O)(=O)c1cccc(C(=O)NC2=NCCS2)c1 | -3% | 0.0% | 4% | -7% | 4%
COc1ccc(NC(=O)c2ccccc2NC(=O)COc2ccccc2)cc1 | 1% | 3.1% | -13% | -9% | -1%
Cc1ccc2c(COC(=O)c3ccc(C)c(C)c3)cc(=O)oc2c1 | 7% | 1.0% | -4% | -17% | -2%
O=C(NCCc1ccc(F)cc1)c1ccc2c(=O)n3c(nc2c1)CCC3 | -1% | i | 0% | 0% | -3%

A few values from the results shown:
`COc1ccc(C(C)=O)cc1CSc1nnc(Nc2ccc(C)cc2)s1` @ PhoP GFP inhibition: 7%
`COc1ccc(C2SCC(=O)Nc3c2c(=O)[nH]n3C2CCCCCC2)cc1` (stereo not given) @ inhibitors of VEEV: 0.8%
`Cc1cccc(N2C(=O)C(Cl)=C(Nc3c(C)n(C)n(-c4ccccc4)c3=O)C2=O)c1C` @ M. tuberculosis HTS: -4%

Other records
SMILES | H1N1 NS1A inhibition | inhibitors of VEEV | tuberculosis growth | PhoP GFP inhibition | M. tuberculosis HTS
O=C(Nc1ccccc1Cl)C1CCCN(c2ncnc3c2nc2n3CCCCC2)C1 (stereo not given) | -6% | 9.2% | 21% | -8% | 7%
COc1ccc(N2C(=O)CC(Nc3ccc(C(=O)O)cc3)C2=O)cc1OC (stereo not given) | -8% | 1.6% | -10% | 8% | 2%
COc1ccc(OCC(=O)N/N=C/C=C/c2ccccc2)cc1 | -1% | 0.4% | 46% | -4% | 0%
COc1ccc2sc(-c3ccccc3OC)c(C#CCCO)c2c1 | 1% | 0.5% | 32% | x | 20%
CN(C)c1ccc(CNC(=O)c2cc(S(=O)(=O)N3CCOCC3)cn2C)cc1 | 7% | 0.8% | -11% | -6% | -9%
Cc1ccc(N(Cc2ccccc2)C(=O)c2cc(S(=O)(=O)N3CCOCC3)ccc2F)cc1 | -2% | 7.1% | 38% | x | -2%
O=C(C1CCC1)N1CCN(c2ccnc3cc(Cl)ccc23)CC1 | 4% | 1.0% | 7% | 10% | -4%
O=C(Cn1nnc2ccccc2c1=O)NC1CCCc2ccccc21 (stereo not given) | -6% | 1.1% | -7% | 1% | 0%
C=CCN(c1ccccc1)S(=O)(=O)c1cccc(C(=O)O)c1 | 7% | 0.8% | -10% | -4% | -10%
Cc1cc(SCC(=O)NCCCN2CCCC2=O)nc2ccccc12 | -5% | 1.7% | -22% | x | 6%
O=C(CNc1ccc(F)cc1)N/N=C1\CCc2ccccc21 | -2% | 2.1% | -3% | 4% | 0%
COCC(C)n1c(C)cc(C(=O)CSc2nnc(Nc3ccccc3F)s2)c1C (stereo not given) | 22% | 6.7% | -5% | 2% | -4%
Nc1nnc(SCC(=O)c2cccc([N+](=O)[O-])c2)s1 | -5% | 1.2% | -11% | -5% | -6%
Cc1[nH][nH]c(=O)c1C=NCc1cccnc1 | -4% | 2.8% | 7% | -7% | 5%
COC(=O)c1ccccc1NC(=O)NC1CCN(Cc2ccccc2)CC1 | 5% | 3.0% | 2% | 4% | 9%
CCC1CCCCN1Cc1ccc(OC)c(C)c1C (stereo not given) | -14% | 2.3% | -1% | -6% | -6%
CCCCc1ccc(NC(=O)COc2ccc(C(=O)Nc3ccccc3OCC)cc2)cc1 | -1% | 0.8% | 0% | -4% | 42%
Oc1ccc(/C=C/c2nc(-c3ccccc3O)n(-c3ccccc3)n2)cc1 | -3% | 5.8% | 31% | -1% | u
Cc1c(NC(=O)CSc2nc3ccc(Cl)cc3[nH]2)c(=O)n(-c2ccccc2)n1C | -3% | 2.7% | 59% | 7% | 2%
COc1ccc(N(CC(O)CN2C(=O)NC(C)(C)C2=O)S(=O)(=O)c2ccccc2)cc1 (stereo not given) | 0% | i | 9% | -11% | -4%
Cc1ccc(NC(=O)N/C=C/c2ccccc2)cc1 | -7% | 1.3% | 1% | -1% | 1%
CCOC(=O)C1CCN(C(=O)c2cc(S(=O)(=O)N3CCCCCC3)ccc2OC)CC1 | 9% | 2.4% | 1% | -4% | -6%
CCOC(=O)N1CCN(S(=O)(=O)N2CCCC(C(=O)NCc3ccc(OC)cc3OC)C2)CC1 (stereo not given) | 0% | 0.1% | 18% | 10% | 4%
COc1ccc(CNC(=O)CC(C)S(=O)(=O)c2ccc3c(c2)NC(=O)CO3)cc1 (stereo not given) | 0% | 2.2% | 21% | 6% | 2%

3 entries picked at random from those above, as already listed:
SMILES | H1N1 NS1A inhibition | inhibitors of VEEV | tuberculosis growth | PhoP GFP inhibition | M. tuberculosis HTS
Nn1c(SCC(=O)Nc2ccccc2Oc2ccccc2)nnc1C1CC1 | -12% | 3.3% | x | x | x
COc1ccc2sc(-c3ccccc3OC)c(C#CCCO)c2c1 | 1% | 0.5% | 32% | x | 20%
CCOc1cc(CNn2cn[nH]c2=S)cc(Cl)c1OCc1ccccc1F | 0% | 9.1% | -14% | -6% | 3%
